Assay outcomes (PubChem BioAssay)
DENV2 CPE rescue – inhibitors of DENV2 cytopathic effect, primary screen, cell-based, plate reader, single concentration; 350,000 tested, 1.7% active; CPE inhibition, % at 9.99 µM; DENV2-infected cells, cytopathic effect rescue; in the data active = CPE inhibition above about 20%, passing the limit was not always enough; inconclusive = no clear call, values can overlap the other calls; tested in BHK-21 cells;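 note: 0% = median of neutral control wells and 100% = median of positive control wells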
ARNT-TACC3 inh – disruptors of ARNT/TACC3 protein interaction, primary screen, biochemical, AlphaScreen, single concentration; AID 623870, 2012; AlphaScreen His-ARNT PAS-B/GST-TACC3 binding, luminescence; TACC3 fragment carries E629A point mutation; 390,000 tested, 0.66% active; inhibition, % at 9.99 µM;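 active = mean inhibition of replicates at least 50% and at least half of replicates each reaching 50%; inconclusive = half or more replicates reach 50% but mean below 50%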;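 note: 0% = complete ARNT plus TACC3 wells and 100% = ARNT alone without TACC3; many hits fall short of the cut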
F508del corr – F508del CFTR correction, initial screen, CFBE line, single point; CFBE cells, YFP halide quenching; stimulated with forskolin plus potentiator P3; % fluorescence drop versus neutral controls; activity (quench increase), % at 7.58 µM; 350,000 tested, 0.36% active; AID 720511, 2013;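 active = mean added fluorescence quench of at least 8% versus neutral control, with both replicates also reaching 8%; inconclusive = only one of the mean or replicate conditions met; inactive = mean below 8% and not both replicates reaching 8%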;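 note: cells transiently co-express mutant CFTR-F508del with the halide-sensitive YFP; corrector assay measuring rescue of mutant channel to the surface after 24 h compound exposure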
PAX8 reporter – inhibitors of PAX8-driven TPO luciferase reporter, primary screen, RMG-I cells, single concentration. inhibition, % at 12.6 µM. SteadyGlo, 24 h. 360,000 tested, 1.2% active;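 active = mean replicate inhibition at least 60% with every replicate also reaching 60%; inconclusive = only one of the two criteria is met; inactive = mean below 60% and not all replicates reaching 60%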;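 note: luciferase light reporting Pax8 driven TPO promoter activity; plate controls were median of neutral control wells for no effect and mitoxantrone controls for full effect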
EWS-Fli block – EWS/Fli-driven NR0B1 reporter inhibitors, primary screen, A673 cells, NR0B1 luciferase, luminescence, MLPCN library. inhibition, % at 12.6 µM. viability-normalised. AID 651661, 2012. 350,000 tested, 0.67% active;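 active = mean inhibition of at least 50% after viability correction, with every replicate also passing that limit; inconclusive = mean reaches 50% but only one of two replicates passes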;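 note: firefly luciferase signal divided by Alamar Blue viability fluorescence both relative to DMSO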
ERp5 block – inhibitors of ERp5-driven insulin aggregation, primary screen, biochemical, turbidity, absorbance 650 nm, single point. inhibition, % at 9.99 µM. 350,000 tested, 0.05% active. Protein disulfide-isomerase A6 (Homo sapiens), Q15084. 90 min;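 active = mean replicate inhibition above about 25%, with every replicate also reaching it, limit read from the data, passing the limit was not always enough; inconclusive = only one of those two criteria met; inactive = neither criterion met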
Target sequence (Q15084 whole entry, looked up): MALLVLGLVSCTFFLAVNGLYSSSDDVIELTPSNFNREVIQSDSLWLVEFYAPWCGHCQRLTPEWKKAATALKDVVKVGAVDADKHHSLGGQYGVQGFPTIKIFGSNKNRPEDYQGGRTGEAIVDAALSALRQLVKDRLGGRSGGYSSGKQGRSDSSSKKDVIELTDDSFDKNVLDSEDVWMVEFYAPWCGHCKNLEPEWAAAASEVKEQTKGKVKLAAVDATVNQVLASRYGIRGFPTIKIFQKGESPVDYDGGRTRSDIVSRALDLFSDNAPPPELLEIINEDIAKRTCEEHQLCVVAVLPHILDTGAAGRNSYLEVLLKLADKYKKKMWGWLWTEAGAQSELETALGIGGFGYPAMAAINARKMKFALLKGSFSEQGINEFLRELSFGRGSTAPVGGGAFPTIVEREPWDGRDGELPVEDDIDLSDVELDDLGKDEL
Xi reactivation – activators of inactive X chromosome reactivation, primary screen, imaging, XiGFP fibroblasts, GFP high-content imaging, set 2; XiGFP mouse fibroblasts, % GFP-positive cells imaging, 3 d; cells co-treated with 5-aza-dC sensitizer; scaled so ellipticine positive control = 100%; activation, % at 7.58 µM; 360,000 tested, 0.055% active; AID 743238, 2013;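 active = mean normalized replicate activation at least 10% and every replicate at or above 10%; inconclusive = only one of the two criteria met; inactive = mean below 10% and not all replicates reach 10%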;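 note: 0% = median of on-plate neutral control wells and 100% = ellipticine 6 µM median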
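Material: XiGFP fibroblasts, SV40-immortalized. Buffer or medium: DMEM plus 5-aza-dC sensitizer. Compound: single concentration per compound, delivered by pin transfer. Times: 3 days compound exposure. Controls: ellipticine 6 µM.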
INS-1E GSIS act – GLuc luminescence reporter in INS-1E cells, primary screen for activators of glucose-dependent secretion of insulin | INS-1E GLuc reporter insulin secretion, 2-3 h | activation, % at 16.6 µM | 370,000 tested, 0.61% active | AID 743287, 2014;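 active = lowest replicate activation of at least 40%, so every replicate reaches that level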;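 note: 0% = median of neutral control wells and 100% = median of IBMX positive control wells; some compounds called inactive have numbers as strong as hits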
Starred values were filed as active, the others as inactive; ? = inconclusive; / = no result given; & = joins results of further samples.

SMILES	DENV2 CPE rescue	ARNT-TACC3 inh	F508del corr	PAX8 reporter	EWS-Fli block	ERp5 block	Xi reactivation	INS-1E GSIS act
CC(C)NC(=O)c1c(CSc2ccccc2)noc1C(=O)NCc1ccccc1	-3	0	3.2	-6	13	0	0.1	-2
Cc1cccc(CN(C)C[C@@H]2Oc3ncc(-c4ccc(F)cc4)cc3C(=O)N([C@H](C)CO)C[C@@H]2C)c1	10	-11	2.6	4	23	-7	-0.7	10
COc1ccccc1C(=O)NCCC(=O)Nc1ncccc1O	18	12	-1.3	-1	0	1	0.2	12
CN(CC(=O)Nc1cccc(S(=O)(=O)N2CCOCC2)c1)CC(=O)Nc1ccc(Cl)c(C(F)(F)F)c1	-4	-5	3.6	35	33	0	0.3	-48
O=C(CNC(=O)c1cccc(F)c1)N/N=C/C=C/c1ccccc1	3	-4	-0.4	6	1	-2	0.2	15
Cc1ccc(C)c(OCC(O)CN2CCN(CCN3C(=O)c4cccc5cccc(c45)C3=O)CC2)c1 (stereo not drawn)	-1	4	/	13	19	2	0.2	-29
CO[C@H]1CN(C)C(=O)c2cc(NS(=O)(=O)c3ccccc3)ccc2OC[C@H](C)N(Cc2nccs2)C[C@@H]1C	-1	-2	-1.4	17	6	2	-0.2	-11
O=C1C=C(c2n[nH]nc2-c2ccccc2)C[C@@H](c2ccc(F)cc2)C1	9	/	0.5	14	21	-2	0.0	8
CCOC(=O)C(=O)Nc1sc(C(=O)N(CC)CC)c(C)c1C#N	1	-6	-1.5	-7	4	0	0.0	2
O=C(Nc1ccc(Cl)cc1F)C1CC1	/	-2	/	-6	/	/	0.0	4
CCNC(=O)C1(C)CCCN(C(=O)c2cc(C)n(C(C)(C)C)n2)C1 (stereo not drawn)	7	/	-2.3	/	-2	-2	0.1	-5
CC(C)(C)c1ccc(S(=O)(=O)N2CCN(c3ccccn3)CC2)cc1	9	-2	-0.9	0	11	3	0.2	8
CCSc1nnc(NC(=O)COc2ccccc2[N+](=O)[O-])s1	2	1	-0.3	-71	-71	-3	0.3	1
Cn1c(=O)[nH]c(=O)c2c1nc(NN)n2CCOc1ccccc1	1	9	-1.4	-9	13	-1	0.0	-9
Cc1ccc(Cl)cc1NC(=O)[C@@H]1CCC(=O)N1C1OC(=O)c2ccccc21 (stereo partly drawn)	-4	-3	-0.2	/	-6	2	/	/
Cc1cccc(NC(=O)COC(=O)CN2CCCCCC2=O)c1C	-4	24	-1.1	-3	3	0	0.0	-13
CC(C)Oc1ccc(OCCn2c(=S)[nH]c3c(N)ncnc32)cc1	-7	2	-1.7	-33	-4	-3	0.2	-2
O=C(O)c1ccc(CS(=O)(=O)c2ccc(Br)cc2)cc1	14	-10	0.4	3	1	2	0.0	-1
CCCNC(=O)[C@H]1[C@H](CO)[C@H]2Cn3c(cccc3=O)[C@@H]1N2C(=O)Nc1cc(F)ccc1F	-7	36	0.0	/	2	/	0.4	11
O=C(CCS(=O)(=O)c1ccccc1)OCc1ccc([N+](=O)[O-])cc1	2	1	1.6	-6	-5	-3	0.3	10
Cc1csc(SCc2nc3scc(-c4ccccc4)c3c(=O)[nH]2)n1	2	0	-0.9	14	1	0	0.0	2
COc1ccc(NC(=O)N(C)C[C@H]2Oc3ccc(NC(=O)Cc4cn(C)c5ccccc45)cc3C(=O)N([C@@H](C)CO)C[C@H]2C)cc1	9	11	-0.1	/	-16	1	-1.1	6
CC(=O)Nc1cccc2ncccc12	32*	27	1.3	42	8	8	0.0	/
O=C(COC(=O)c1cc([N+](=O)[O-])ccc1N1CCOCC1)Nc1c(Cl)cccc1Cl	9	-4	11*	-5	-8	1	-0.1	-2
CCCCn1c(N)c(N(C(=O)CSc2nnnn2-c2ccccc2C)C2CCCC2)c(=O)[nH]c1=O	12	-1	-3.2	7	5	1	0.2	0

An excerpt from above in order of SMILES length, highest first:
SMILES	DENV2 CPE rescue	ARNT-TACC3 inh	F508del corr	PAX8 reporter	EWS-Fli block	ERp5 block	Xi reactivation	INS-1E GSIS act
CO[C@H]1CN(C)C(=O)c2cc(NS(=O)(=O)c3ccccc3)ccc2OC[C@H](C)N(Cc2nccs2)C[C@@H]1C	-1	-2	-1.4	17	6	2	-0.2	-11
CCCNC(=O)[C@H]1[C@H](CO)[C@H]2Cn3c(cccc3=O)[C@@H]1N2C(=O)Nc1cc(F)ccc1F	-7	36	0.0	/	2	/	0.4	11
CCCCn1c(N)c(N(C(=O)CSc2nnnn2-c2ccccc2C)C2CCCC2)c(=O)[nH]c1=O	12	-1	-3.2	7	5	1	0.2	0
O=C(CCS(=O)(=O)c1ccccc1)OCc1ccc([N+](=O)[O-])cc1	2	1	1.6	-6	-5	-3	0.3	10
CC(C)(C)c1ccc(S(=O)(=O)N2CCN(c3ccccn3)CC2)cc1	9	-2	-0.9	0	11	3	0.2	8
CCSc1nnc(NC(=O)COc2ccccc2[N+](=O)[O-])s1	2	1	-0.3	-71	-71	-3	0.3	1
O=C(O)c1ccc(CS(=O)(=O)c2ccc(Br)cc2)cc1	14	-10	0.4	3	1	2	0.0	-1
Cc1cccc(NC(=O)COC(=O)CN2CCCCCC2=O)c1C	-4	24	-1.1	-3	3	0	0.0	-13
CC(=O)Nc1cccc2ncccc12	32*	27	1.3	42	8	8	0.0	/

Remaining list, next part:
SMILES	DENV2 CPE rescue	ARNT-TACC3 inh	F508del corr	PAX8 reporter	EWS-Fli block	ERp5 block	Xi reactivation	INS-1E GSIS act
CN(CCN1CCOCC1)Cc1nc(-c2ccccc2)no1	5	-1	1.0	-11	2	10	0.1	-3
COCC(=O)Nc1ccc2c(c1)C(=O)N(C)C[C@@H](OC)[C@H](C)CN(C(=O)CC1CC1)[C@H](C)CO2	11	8	-2.9	/	0	-5	0.2	5
CCC(C)Cn1cnc2c(SCc3ccccn3)nc(N)nc21 (stereo not drawn)	8	2	/	-16	4	-2	0.1	/
CC(NC(=O)c1cccs1)C1CCCO1 (stereo not drawn)	-1	0	0.6	7	4	-3	0.0	3
S=C1NCN(Cc2ccco2)CN1	-4	-8	1.4	20	8	1	0.1	-4
O=C(C1CC1)N1CC[C@@H]2[C@@H](CO)Nc3ccc(C#Cc4ccc(F)cc4)cc3[C@@H]21	3	-1	2.3	4	6	/	0.0	-13
O=C(C1CCC1)N1CC[C@@H]2[C@H](CO)Nc3ccc(-c4cccc(F)c4)cc3[C@@H]21	/	8	0.9	-22	-6	/	0.1	8
O=C([C@H]1[C@H](CO)[C@H]2Cn3c(cccc3=O)[C@@H]1N2S(=O)(=O)c1ccccc1F)N1CCOCC1	0	-2	/	-7	1	9	0.4	2
COc1ccc(NC(=S)N/N=C2\CC(C)(C)Oc3ccc(OC)cc32)cc1	1	-1	/	4	9	0	0.2	-4
C[C@H]1CN([C@@H](C)CO)C(=O)CCCn2cc(nn2)CO[C@@H]1CN(C)C(=O)Nc1cccc2ccccc12	0&-15&5	-6&10	2.7&1.6&3.7	9&0	-3&1&2	5&1&-3	0.0&0.4	-8&5
COc1cc(C2SCC(=O)N2CCc2ccc(OC)c(OC)c2)ccc1O (stereo not drawn)	10	/	-1.6	-57	8	6	0.0	0
Cc1ccc2nc(-c3cccc(Cl)c3)c(Cc3ccccc3)n2c1	?	/	-3.6	-123	-42	0	0.0	14
O=C(c1ccncc1)N1CC2(C1)[C@@H](c1ccccc1)[C@H](CO)N2C(=O)c1ccncc1	-13	/	-1.6	/	-2	7	0.0	6
CC(C)CC#Cc1cnc2c(c1)C(=O)N([C@@H](C)CO)C[C@H](C)[C@@H](CN(C)Cc1ccc3c(c1)OCO3)O2	7	10	-1.1	/	12	17	-0.5	-37
CC(NC(=O)COC(=O)c1ccc(N(C)C)cc1)c1ccccc1 (stereo not drawn)	-3	2	1.4	0	-4	-4	0.0	-8
CC(=O)Nc1ccc(SCC(=O)NNC(=O)CN(C)S(=O)(=O)c2ccc(C)cc2)cc1	8	0	-2.5	0	2	-4	0.1	-1
COc1ccccc1NS(=O)(=O)c1cc(NC(=O)c2cc(F)c(F)c(F)c2F)ccc1N1CCOCC1	13	/	-1.6	14	5	1	0.4	/
CCc1ccccc1NC(=O)Nc1cccc(F)c1	-10	/	-2.5	-6	1	-4	0.5	7
COC(=O)[C@H]1C[C@@H]1[C@H](NC(=O)OCc1ccccc1)c1ccccc1	?	-4	-2.0	22	-7	4	-0.1	-2
COC(=O)c1ccc(-c2cc(CC3(C(=O)OC)CCN(C(=O)OC(C)(C)C)CC3)on2)cc1	10	-1	-1.9	-145	-17	3	0.2	-1
COc1ccc(C)cc1S(=O)(=O)N1CCN(c2ccccc2)CC1	-1	-5	-3.9	-2	-2	4	0.3	-2
Cc1ccccc1-n1nc(C)c2c1N=C1C(Cl)=CC(Cl)=CN1C2c1ccc(C(=O)O)cc1 (stereo not drawn)	/	25	1.2	-1	11	/	0.0	11
CO[C@@H]1CN(C)C(=O)c2ccc(NC(=O)Cc3ccccc3)cc2OC[C@H](C)N(CC2CC2)C[C@H]1C	4	-11	0.3	-12	-3	2	0.0	-8
CN(C)c1cc[n+](CC(=O)c2ccc(Br)cc2)cc1	-6	0	/	23	22	5	0.0	12
CC(=O)c1sc(NC(=O)COc2ccc(Br)cc2)nc1C	7	/	-3.2	-18	16	5	0.6	-8
SMILES	DENV2 CPE rescue	ARNT-TACC3 inh	F508del corr	PAX8 reporter	EWS-Fli block	ERp5 block	Xi reactivation	INS-1E GSIS act
O=C(CCCC(=O)N(CC(=O)NC1CCCCC1)c1ccccc1F)Nc1ccccn1	-3	3	-0.7	-4	-4	3	1.1	2
FC(F)(F)c1ccccc1Cc1c(C2CCCCC2)nc2ccc(Cl)cn12	-5	/	2.9	-30	-13	-6	0.2	81
O=C(NNc1cc(Cl)cc(Cl)c1)c1cccs1	-8	-3	0.5	-1	-4	2	0.3	-15
Cc1ccc(CSCC(=O)NCc2ccc(F)cc2)cc1	/	0	6.2	-4	-2	4	0.2	4
CN(CC(=O)Nc1ccccc1C(F)(F)F)C(=O)CSCc1ccc(Cl)c(Cl)c1	-4	-4	-1.6	-5	2	11	0.6	-40
C=CCn1c(=O)c(C(=O)Nc2ccccc2S(N)(=O)=O)c(O)c2ccccc21	-6	-2	0.6	-135	-93	1	0.0	-27
Cc1[nH]c2ccc(C(=O)NCCCN3CCN(C)CC3)cc2c1C	-3	9	1.7	-9	/	-2	0.2	-5
COc1ccc(N(CC(=O)NC2CCCC2)C(=O)Cn2nnc(-c3ccc(F)cc3)n2)cc1OC	11	8	-1.7	/	1	-1	/	9
NC(=O)C1CCN(C(=O)C2CCC(=O)N(C3CCCCCC3)C2)CC1 (stereo not drawn)	-7	-11	2.8	11	-5	5	0.0	45
CCC(C)N(C(=O)Cn1c(=O)cnc2ccccc21)C1CCS(=O)(=O)C1 (stereo not drawn)	-12	-3	-1.8	2	-5	-1	-0.1	18
C=C1CCN(C(CC(C)C)C(=O)OC)S(=O)(=O)c2ccccc21 (stereo not drawn)	-7	/	-2.0	-2	-5	3	0.0	-38
